# PKA-R1A act: activators of PKA-R1A complex. PKA-R1A dissociation, Cy5-IP20 fluorescence polarization; scaled: DMSO 0%, 113 µM cGMP 100%. activation, % at 11.4 µM. AID 504707. P00514+P68181. 0.083% of 340,000 active;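 active = percent activation above the mean of all tested compounds plus 3 SD, cut at about 19% in these data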;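 also: higher means more PKAc released from R1A so a rise in polarization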
# Mot1-301 SUMO: blocks SUMOylation pathway, rescuing yeast Mot1-301 growth | S. cerevisiae Mot1-301 growth rescue, ATP luminescence, 38.5C; percent above DMSO median, 100 means doubled | growth rescue, % at 18.8 µM | 1% of 320,000 active | AID 2716;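 active = every valid replicate shows activation above 250% relative to neutral control wells; inactive = the rest, any valid replicate at or below 250%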;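 also: OY570 slx delta 5 strain wells were the positive control but not used for scaling; some compounds called inactive have numbers as strong as hits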
# Arrestin-AP2 inh: human beta-arrestin and AP2 interaction inhibition. FITC-arrestin peptide / GST-AP2 beads, flow cytometry; AP2 beta2 appendage carries R879A mutation. 0.31% of 340,000 active. inhibition, % at 10 µM;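 active = inhibition above a set limit, near 3 SD of compounds lacking own fluorescence, cut at about 54% in these data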;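 also: plate controls were DMSO wells for no effect and 5 µM unlabelled arrestin peptide for full effect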
#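 Material – GST-tagged AP2 beta2-adaptin appendage (R879A) on 4 µm glutathione beads · Probe or stimulus – fluorescein-tagged arrestin peptide at 50 nM final · Timing – 12 min plus 1 h, RT · Detection – bead flow cytometry, FITC channel · Read-out basis – inhibition as reduced fluorescein signal on beads, percent · Medium – PBS plus Tween 20 (0.05%) and BSA (0.1%)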
# CDK5 p35 inh: CDK5/p35 (human) kinase inhibition; Recombinant CDK5/p35, ADP-Glo luminescence, 60 min; inhibition, % at 10 µM; 0.01% of 330,000 active;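 active = highest replicate inhibition of at least 50% and at least 75% of replicates reaching 50%; inconclusive = only one of the two criteria met; inactive = both criteria failed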;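 also: plate controls were DMSO neutral control for no effect and GW8510 at 10 µM for full effect; many of its hits are not listed in these tables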
# PKA-R2B activ: activators of human PKA-R2B complex. PKA-R2B holoenzyme dissociation, Cy5-IP20 fluorescence polarization; R2B truncated from residue 108, S112A mutant; 0% DMSO only, 100% 113 µM cGMP. activation, % at 11.4 µM. 0.079% of 340,000 active. AID 504700;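 active = activation above a cutoff set at the mean over all compounds plus 3 SD, cut at about 18% in these data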;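 also: higher means more holoenzyme dissociation and a rise in polarization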
# SR-BI HDL uptake: mouse SR-BI HDL lipid transfer inhibition; Q61009; inhibition, % at 12.5 µM; 0.96% of 320,000 active; AID 488896; ldlA[mSR-BI] CHO cells, DiI-HDL uptake fluorescence, 3 h;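 active = mean replicate inhibition of at least 70% and a set share of replicates each scoring 70 or more; inconclusive = meets just one of the two criteria; inactive = fails both criteria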;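 also: 0% = median of neutral control wells and 100% = median of positive control wells; values of inactives mirror those of a sister screen read the other way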
# dFosB act: enhances mouse delta FosB homodimer DNA binding; activation, % at 25 µM; P13346; 0.99% of 340,000 active; AID 493131; purified delta FosB, TAMRA-CDK5 oligo fluorescence polarization; percent of positive-control signal above neutral wells;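 active = mean activation above about 17%, with every replicate also reaching it, limit read from the data, passing the limit was not always enough; inconclusive = only one of the two conditions met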;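 also: fluorescence polarization rise as delta FosB binds a TAMRA Cdk5 AP-1 oligo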
# SR-BI uptake up: enhances SR-BI lipid uptake from DiI-HDL. CHO ldlA[mSR-BI] cells, DiI-HDL uptake fluorescence, 3 h; 100 = double the neutral-control signal. activation, % at 12.5 µM. 0.096% of 320,000 active. AID 504775;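 active = mean replicate activation of at least 60% and every replicate at or above 60%; inconclusive = mean or all-replicate condition met, but not both; inactive = mean below 60% and not all replicates reaching 60%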;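 also: 0% = median plate neutral-control signal and 100% = twice that signal; values of inactives mirror those of a sister screen read the other way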
#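 Test system: SR-BI-overexpressing, LDLR-lacking CHO cells; Also added: labelled HDL, 10 µg/mL; Measured by: bottom-read cell fluorescence after medium removal, ex 550/em 595 nm; Timing: 3 h uptake period with compound, 37 °C; Buffer or medium: F12, 0.5% BSA, 25 mM HEPES; Doses: single compound concentration, delivered by pin transfer.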
# MITF TRPM1 HTS: increases MITF-driven TRPM1 promoter luciferase signal; SK-MEL-5 TRPM1-promoter luciferase, 24 h; % of positive control, neutral wells = 0; activation, % at 12.5 µM; 0.75% of 300,000 active;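 active = mean activation of at least 80% with every replicate also reaching 80%; inconclusive = mean reaches 80% but some replicate falls short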;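 also: 0% = neutral control wells and 100% = parthenolide positive control wells; values of inactives mirror those of a sister screen read the other way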
# NSD2 inh: blocks human histone methyltransferase NSD2. NSD2 peptide methylation, AlphaScreen, 120 min. inhibition, % at 12.5 µM. 0.54% of 310,000 active. AID 743445; in the data active = inhibition above about 50%
# DSG3 Ab inh: human desmoglein-3 autoantibody binding inhibition; binding (percent of control), % at 10 µM; DSG3-coupled beads, scFv-anti-DSG3-GFP binding, flow cytometry; hits give low values; 0.48% of 310,000 active; P32926;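 active = binding more than 3 SD below its plate's average and above zero; inconclusive = below that plate limit but binding exactly zero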;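 also: hits lower antibody fragment binding to DSG3; some compounds called inactive have numbers as strong as hits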
# Target sequence (P32926 whole entry, looked up, the tested form may be a part): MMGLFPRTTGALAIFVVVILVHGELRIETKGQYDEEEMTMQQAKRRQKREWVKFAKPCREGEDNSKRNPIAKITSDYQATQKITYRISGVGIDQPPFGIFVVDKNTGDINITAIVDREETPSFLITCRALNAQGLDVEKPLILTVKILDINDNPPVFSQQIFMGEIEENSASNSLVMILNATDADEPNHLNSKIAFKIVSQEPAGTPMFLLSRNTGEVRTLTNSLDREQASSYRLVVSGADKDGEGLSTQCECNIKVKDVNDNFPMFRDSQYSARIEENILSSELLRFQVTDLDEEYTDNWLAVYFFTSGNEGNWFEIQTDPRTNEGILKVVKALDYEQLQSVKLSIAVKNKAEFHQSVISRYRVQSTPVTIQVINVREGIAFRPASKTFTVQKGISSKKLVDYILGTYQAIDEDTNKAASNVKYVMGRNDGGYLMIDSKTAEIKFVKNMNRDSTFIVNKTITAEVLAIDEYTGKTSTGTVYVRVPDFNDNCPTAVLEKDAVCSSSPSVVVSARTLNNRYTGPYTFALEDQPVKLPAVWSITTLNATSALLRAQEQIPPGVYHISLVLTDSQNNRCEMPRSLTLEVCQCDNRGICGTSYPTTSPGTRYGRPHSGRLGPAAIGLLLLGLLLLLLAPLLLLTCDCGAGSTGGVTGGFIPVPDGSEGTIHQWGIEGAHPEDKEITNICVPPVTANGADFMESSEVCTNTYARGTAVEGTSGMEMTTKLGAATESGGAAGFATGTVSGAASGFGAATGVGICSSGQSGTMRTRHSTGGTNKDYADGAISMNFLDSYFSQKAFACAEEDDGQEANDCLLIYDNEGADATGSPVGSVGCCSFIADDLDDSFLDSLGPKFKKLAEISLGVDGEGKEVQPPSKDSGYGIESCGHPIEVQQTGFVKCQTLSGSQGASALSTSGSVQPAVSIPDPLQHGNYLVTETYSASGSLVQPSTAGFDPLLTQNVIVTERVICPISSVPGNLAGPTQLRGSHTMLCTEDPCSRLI
# The depositor's hits bear a star; ? = inconclusive; . = no result given.
# Under each structure: PKA-R1A act, Mot1-301 SUMO, Arrestin-AP2 inh, CDK5 p35 inh, PKA-R2B activ, SR-BI HDL uptake, dFosB act, SR-BI uptake up, MITF TRPM1 HTS, NSD2 inh, DSG3 Ab inh
C=CCNC(=S)Nc1ccc(Cl)cc1F
 : -14, 150, -6, 0.3, -10, ., 3, ., 5, -1, 104
COC(=O)c1ccccc1S(=O)(=O)N(Cc1ccco1)Cc1cc2cc(OC)ccc2[nH]c1=O
 : 7, 6, 12, 2.0, 2, 10, -6, -10, 2, 0, 104
Cc1cc(C(=O)Nc2cccnc2)cs1
 : -17, 84, -10, -0.2, -5, -4, -3, 4, 12, 27, 103
O=C(N/N=C\c1ccc(Cl)s1)c1ccc(Cn2cccn2)o1
 : -8, -2, 5, 0.4, -10, -14, 1, 14, 8, -4, 96
CC(=O)c1ccc(NC(=O)CCNS(=O)(=O)c2cccc3nonc23)cc1
 : 7, 0, -4, -0.7, 4, -8, -3, 8, ., -2, .
Cc1ccnn1-c1ccc(C(=O)OCC(=O)Nc2ccc(F)cc2)cc1
 : -2, ., -8, -2.5, -2, -4, 8, 4, 69, -3, 101
COc1ccc(CN2CCCC(N3CCN(c4ccc(OC)cc4)CC3)C2)cc1 (centres undefined)
 : -7, -15, 1, 1.7, 5, -2, -4, 2, ., 7, 121
COc1ccc(CNS(=O)(=O)CCNC(=O)c2cccc(OC)c2)cc1
 : -7, -6, -9, 1.1, 9, -14, -5, 14, -3, ., 121
CCn1c(-c2ccc(Cl)cc2)n[nH]c1=S
 : -1, 177, 10, 0.0, -15, -5, 6, 5, -8, 1, 100
CC(O)CNc1nc2ccccc2n1CC(=O)NC12CC3CC(CC(C3)C1)C2 (centres undefined)
 : -1, -1, 0, -0.2, 14, -6, 0, 6, -9, 2, 109
Cc1nc2c(c(C)nn2-c2ccccc2)c(C)c1C
 : -2, 18, -10, 0.4, -12, -11, 10, 11, -12, -1, 105
CCN(CC)C(=O)c1sc(N)c(C#N)c1C
 : 8, -3, -4, -0.3, -3, -9, 5, 9, 1, 0, 97
Cc1ccccc1OCCC(=O)OCC(=O)NNC(=O)c1cccs1
 : 0, -8, 31, 0.5, -7, -17, -2, 17, 5, 1, 101
COC(=O)c1ccc(N(CC(=O)NC2CCCC2)C(=O)c2ccc(C)s2)cc1
 : 3, 0, 14, 0.2, -1, 19, -7, -19, -3, -4, 107
COC(=O)CCC(=O)Nc1ccc(S(=O)(=O)Nc2nc(C)cc(C)n2)cc1
 : -2, 4, 12, 1.8, 8, -15, -3, 15, -4, 32, 100
CCOc1ccc(S(=O)(=O)N2CCOCC2)cc1[N+](=O)[O-]
 : 3, ., 6, -0.2, 7, -13, 4, 13, -6, -4, 103
COc1ccc(S(=O)(=O)N(C)C[C@H]2Oc3ccc(NS(=O)(=O)c4ccc(F)cc4)cc3C(=O)N([C@H](C)CO)C[C@@H]2C)cc1
 : -3, -3, -7, 2.1, -3, 0, -7, -2, -1, ., 102
O=C(NCc1ccccc1)C(=O)NCC1OCCN1S(=O)(=O)c1ccc2c(c1)OCCO2 (centres undefined)
 : 4, 11, -4, -0.5, -3, 13, -2, -13, ., ., 106
Cc1ccc(C)c(NS(=O)(=O)c2ccc(-c3ccc(=O)[nH]n3)o2)c1
 : -6, -1, 12, -1.0, -3, -32, 7, 32, 0, 0, 100
CS(=O)(=O)N1CCCC(C(=O)Nc2ccccc2F)C1 (centres undefined)
 : -2, 9, 23, -1.0, -7, -14, 4, 14, ., -1, 110
Cc1c(NC(=O)C(CC(=O)O)NCc2ccco2)c(=O)n(-c2ccccc2)n1C (centres undefined)
 : 4, ., 21, 1.9, 6, -36, -12, 36, -17, -1, 104
C=CCOC(=O)C1=C(C)NC(=O)NC1/C=C/c1ccccc1 (centres undefined)
 : 6, -9, 15, -0.1, 5, 21, -3, -21, -8, -1, 106
N#Cc1cc(S(=O)(=O)N2CCOCC2)ccc1N1CCOCC1
 : -10, 385, 38, 1.0, -1, -15, 1, 15, -11, -1, .
COc1cc(C)c(S(=O)(=O)NCCCn2ccnc2)cc1C
 : 2, 5, 10, 1.5, -15, -21, -7, 21, -6, 23, 99
Cc1cc(OCc2cc(C(=O)NCc3cc(C(C)C)no3)no2)cc(C)c1Cl
 : -2, -9, 15, 0.4, -2, 28, -16, -28, 84*, ., 102
Cc1cc(C(=O)N/N=C/c2c(C)nn(-c3ccccc3)c2C)n[nH]1
 : -9, 1, -18, -6.7, -1, 10, -9, -10, ., -1, 117
CC(=O)Nc1ccc(S(=O)(=O)N2CCC(C(=O)NCCC(=O)NCc3ccccc3)CC2)cc1
 : -5, -14, -3, -1.5, -2, 119*, -6, -119, 10, 0, .
Cn1c(=O)c2c(nc(CCC3CCCC3)n2C)n(C)c1=O
 : 7, ., -15, -0.5, 3, -2, -9, 2, 7, -1, .
O=c1cnnc(Nc2cccc(C(F)(F)F)c2)[nH]1
 : -13, -14, -7, 0.5, -3, -10, -1, 10, 10, 0, 108
O=C(CSc1nncn1-c1ccccc1)NC1CCCCC1
 : -11, -11, -5, -1.3, -6, -8, -3, 8, 17, -1, 103
O=C(NN1C(=O)C2C3C=CC(C3)C2C1=O)C(O)c1ccccc1 (centres undefined)
 : -1, ., -9, -1.3, 1, -19, 13, 19, 8, -2, 104
COc1cc(C)c(NC(=O)Cc2ccsc2)cc1OC
 : -3, -7, -30, -0.7, -12, -9, -2, 9, 1, 2, .
Cn1c(=NC(=O)CCS(=O)(=O)c2ccccc2)sc2cc(F)ccc21
 : -8, ., 35, -0.2, 10, -11, -11, 11, -42, -1, 103
COc1ccc(OCC(O)Cn2c(N3CCCCC3)nc3c2c(=O)n(C)c(=O)n3C)cc1 (centres undefined)
 : 2, 4, 50, 0.1, 1, 16, 0, -16, 3, 0, 103
NS(=O)(=O)c1ccc(CCNC(=O)CSCC(=O)Nc2ccc(Cl)cc2)cc1
 : -4, 53, 28, -0.1, 1, -4, -2, 4, 2, 0, 101
N#C/C(=C\C=C\c1ccccc1[N+](=O)[O-])C(=O)NCc1ccccc1
 : -13, 2, 9, 0.3, -3, 9, -9, -9, -70, 4, .
Cn1c(SCc2nnc3n2CCCCC3)nc2ccccc21
 : -9, -9, -4, 0.7, -6, -6, -4, 6, -6, -5, 95
CC1CCCCN1C(=O)/C(=C\c1ccccc1)c1ccccc1 (centres undefined)
 : -5, -16, -7, -1.6, -1, 2, 3, -2, 7, 0, 105
COc1cccc(NC(=O)C/C(C)=N/NC(=O)C2CCCCC2)c1
 : -11, -12, 1, -1.1, -4, ., -10, ., -3, ., .
O=c1nc(-c2ccccc2)nc(-c2ccccc2)[nH]1
 : 8, 3, -3, -7.1, -4, -13, -2, 13, ., -3, 99
CC(C)Cn1c(N)c(C(=O)COC(=O)Cc2cccs2)c(=O)n(C)c1=O
 : -8, 6, -10, 1.6, -11, -6, -11, 6, -14, -2, 105
CC(C)CC(NC(=O)OC(C)(C)C)C(=O)NC(C(=O)NC(C)C(N)=O)C(C)C (centres undefined)
 : 1, 12, 3, -1.4, -7, 4, 1, -4, -3, 2, 86
C[C@H](CO)N1C[C@H](C)[C@H](CN(C)Cc2ccc(Oc3ccccc3)cc2)Oc2ccc(NC(=O)Nc3cccc4ccccc34)cc2CC1=O
 : 3, 14, 6, -0.9, -7, -6, 3, 6, -4, ., 97
COCCCNC(=O)CN1CCN(Cc2ccc(Cl)cc2)C1=O
 : -5, -10, -3, -1.7, -5, -9, 6, 9, -7, ., 97
CCCCC1CCC(c2nc(-c3cccnc3)no2)CC1 (centres undefined)
 : -3, -3, 0, -0.5, -5, -3, -1, 3, 56, -3, 109
CC(C)(C)C(=O)Nc1cccc2[nH]ncc12
 : -6, 10, 22, 1.3, -2, 11, -2, -11, 0, -3, .
COc1ccc(Nc2cc(C)nc3c(C)cccc23)cc1OC
 : -6, -6, 5, 0.0, 3, -24, ?, 24, -16, 12, 96
C=C1CSc2nc(=O)c3c4c(sc3n21)CCC4
 : -5, -17, 2, 0.5, 20*, -3, -14, 3, ., 1, 102
CCOc1ccccc1CN1CCN(C2CCC2)CC1CCO (centres undefined)
 : 3, -12, 13, 0.9, -5, -23, -2, 23, -13, 5, 97
O=C(CCSCc1cccc(F)c1)NCCc1ccccc1
 : -3, -2, 34, 0.7, -20, -21, 4, 21, 6, -3, 96
Cc1ccc(Nc2nc(C(=O)NCc3ccco3)cs2)cc1
 : -3, 8, -10, -0.7, -9, 11, -2, -11, 16, 1, 104
COc1ccc(Cl)cc1S(=O)(=O)N1CCN(Cc2ccc3c(c2)OCO3)CC1
 : -13, 34, -2, -1.1, -1, 11, -3, -11, ., 1, 97
COc1ccc(C(=O)NCC(=O)NCCc2c[nH]c3ccccc23)cc1OC
 : -9, 18, 10, 1.3, -6, 8, -8, -8, -21, 2, 95
COc1ccc2nc(NC(=O)c3cccnc3SC)sc2c1
 : -4, 0, -9, -1.4, 8, 54, -1, -54, 47, -2, 103
COc1ccc(/C=N/NC(=O)CCc2nc3ccccc3[nH]2)cc1
 : 9, 4, 4, -0.8, 5, 7, 1, -7, -3, -2, 115
CCN(CC)Cc1c(O)ccc2c(C)c(CC(=O)OC)c(=O)oc12
 : -12, 6, -3, -6.7, -12, -19, 2, 19, ., 0, 102
O=S(=O)(NC1CCCC1)c1ccccc1Cl
 : -1, -3, 4, -1.5, 5, -8, 6, 8, -1, -3, 93
Cc1c(N(C)S(=O)(=O)c2cc(C(=O)NCC3CCCO3)ccc2Cl)c(=O)n(-c2ccccc2)n1C (centres undefined)
 : -5, 114, 3, -0.2, -6, -11, 0, 11, -1, -2, 99
CCOc1ccc(-c2nc(C#N)c(N3CCOCC3)o2)cc1
 : -1, 417*, 21, -0.7, -9, 50, -2, -49, ., ., 105
CCN(CC)CCNC(=O)c1ccccn1
 : 1, 97, -7, 1.8, 10, ., 0, ., 1, 6, 96
COCC(=O)Nc1cc(C(=O)Nc2cccc(C)c2C)ccc1Cl
 : -8, -7, -7, 1.8, 2, -1, -6, 1, 31, -5, 99
CC1(C)Cc2ccccc2C(NNC(=O)c2ccncc2)=N1
 : 1, -29, -6, 2.1, -1, ., 1, ., -13, 2, 92

# Screening data (PubChem)

# Compounds as they come; any-hit rate near 4.7%.
